# From PubChem BioAssay
# C2C12 statin – suppressors of simvastatin-induced myotoxicity in C2C12 myotubes; 330,000 compounds, 0.78% hits; rescue of ATP level, % at 7.49 µM; ATP luminescence, 48 h; scaled: DMSO 0, geranylgeraniol control 100;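 active = mean ATP rescue above about 67%, or every replicate alone reaching that limit, limit read from the data, passing the limit was not always enough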;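 also: myotubes were challenged with 10 µM simvastatin during compound exposure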
# ERp5 inh – ERp5 (human) disulfide isomerase inhibition; 350,000 compounds, 0.05% hits; AID 651711; ERp5 insulin aggregation, absorbance 650 nm, 90 min; inhibition, % at 9.99 µM;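 active = mean replicate inhibition above about 25%, with every replicate also reaching it, limit read from the data, passing the limit was not always enough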
# Target sequence (Q15084 whole entry, looked up): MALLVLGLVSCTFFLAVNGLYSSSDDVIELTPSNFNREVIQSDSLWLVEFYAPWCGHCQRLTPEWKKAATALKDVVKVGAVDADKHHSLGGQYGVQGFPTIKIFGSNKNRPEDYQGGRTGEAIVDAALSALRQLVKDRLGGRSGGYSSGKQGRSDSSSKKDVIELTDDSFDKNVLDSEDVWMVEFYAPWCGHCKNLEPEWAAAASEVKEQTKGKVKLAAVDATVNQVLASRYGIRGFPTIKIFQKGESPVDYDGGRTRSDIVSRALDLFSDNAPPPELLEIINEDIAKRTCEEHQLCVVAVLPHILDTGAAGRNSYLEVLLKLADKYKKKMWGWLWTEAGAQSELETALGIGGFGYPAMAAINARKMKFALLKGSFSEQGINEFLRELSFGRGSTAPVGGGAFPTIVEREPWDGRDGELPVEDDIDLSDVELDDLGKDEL
# ARNT TACC3 PPI – ARNT/TACC3 interaction disruption; 390,000 compounds, 0.66% hits; AlphaScreen His-ARNT PAS-B/GST-TACC3 binding, luminescence; TACC3 fragment carries E629A point mutation; inhibition, % at 9.99 µM;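 active = mean inhibition of replicates at least 50% and at least half of replicates each reaching 50%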;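 also: 0% = complete ARNT plus TACC3 wells and 100% = ARNT alone without TACC3; many hits fall short of the cut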
# esBAF inh – SWI/SNF esBAF complex inhibition; mouse ES cells, Bmi1-luciferase knock-in reporter, 24 h; 100% = twice the neutral-well signal; reporter increase, % at 12.5 µM; 350,000 compounds, 2% hits; AID 602393; in the data active = activation above about 40%;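 also: 0% = median of the plate's neutral control wells and 100% = double that signal; a rise in the Bmi1 reporter signal indicates esBAF inhibition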
# miR-122 sensor – inhibitors of miR-122 in Huh7 cells; Huh7 miR-122 Renilla luciferase sensor, 48 h; neutral wells = 0, positive control = 100; activation (reporter increase), % at 12.5 µM; 340,000 compounds, 0.3% hits;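 active = mean replicate activation score at least 90 and every replicate individually at or above 90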;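 also: higher luciferase means less miR-122 activity so hits act as miR-122 inhibitors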
# SIRT5 inh – blocks human SIRT5 desuccinylation of peptide. 330,000 compounds, 1.1% hits. inhibition, % at 15 µM. Q9NXA8. Purified SirT5, succinyl-peptide AMC, trypsin-coupled fluorescence; in the data active = inhibition above about 15%
# Target sequence (Q9NXA8 whole entry, looked up): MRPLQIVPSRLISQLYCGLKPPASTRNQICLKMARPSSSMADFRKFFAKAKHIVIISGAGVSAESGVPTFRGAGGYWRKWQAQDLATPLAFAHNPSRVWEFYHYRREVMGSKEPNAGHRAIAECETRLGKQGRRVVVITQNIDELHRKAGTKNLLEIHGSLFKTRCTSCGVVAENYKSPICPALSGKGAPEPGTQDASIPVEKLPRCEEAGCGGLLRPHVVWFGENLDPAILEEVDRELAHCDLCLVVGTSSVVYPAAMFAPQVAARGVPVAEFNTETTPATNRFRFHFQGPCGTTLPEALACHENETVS
# Cneo AK release – causes C. neoformans cell lysis | adenylate kinase release luminescence, 4 h; normalised: neutral wells 0, clomiphene wells 100 | lysis activity, % at 15 µM | 360,000 compounds, 0.2% hits | AID 651654;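 active = mean lysis activity across replicates of at least 80%, whatever share of replicates individually reach that level; inactive = mean lysis activity below 80%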
#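 Signal: Adenylate kinase release luminescence | Assay system: Log-phase Cryptococcus neoformans yeast cells | Input: Cells at 5 × 10^6 per mL | Buffer or medium: Fresh YPD growth medium | Compound: Single dose | Schedule: Static 4 h at 37 °C with compound, 1 h detection | Controls: Clomiphene | Read-out: Luminescence rise reflecting yeast cell lysis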
# The depositor's hits bear a star; . = no result given; & = joins results of further samples; [ ] = dose if it differs, or a comment. An unsorted share of the library; any-hit rate near 4%.
SMILES,C2C12 statin,ERp5 inh,ARNT TACC3 PPI,esBAF inh,miR-122 sensor,SIRT5 inh,Cneo AK release
CCNC(=S)N1CCC(C(=O)c2ccc(Cl)cc2)CC1,-1.3,-0.9,.,-0.8,-0.3,1.9,-2.1
CCCC(C)c1nnc(NC(=O)CS(=O)(=O)Cc2ccccc2)s1 (stereo not drawn),-16.0,.,-7.2,-4.2,3.3,.,-0.2
C[C@H](CO)N1C[C@H](C)[C@H](CN(C)Cc2ccc(C(F)(F)F)cc2)Oc2ccc(NC(=O)C3CCCCC3)cc2C1=O,.,0.7,-2.2,-6.9,-3.4[16.7 µM],4.7,-4.5
CN(CC(=O)Nc1ccc(F)c(F)c1F)C(=O)C1CC(=O)N(C2CCCC2)C1 (stereo not drawn),-4.3,-1.9,-5.3,-8.7,0.7,-5.4,7.3
COc1ccc(/C=N/N2CCOCC2)cc1COc1ccc(F)cc1,5.5,-1.2,17.6,13.1,-22.0,-3.6,-0.5
CSc1ccc(CCNC(=O)c2cccc3c2C(=O)N(C2CCCCC2)C3)cc1,42.7,.,2.0,-6.8,3.0,.,-2.2
Oc1cccc(CCc2ccccn2)c1,-0.3,-2.3,-4.1,45.8*,-0.5,.,0.5
COC(=O)CCC(=O)Nc1cccc2ccccc12,18.8,7.4,-2.2,4.1,2.4,-2.6,-0.1
COc1ccc(-c2ccc([C@@H]3[C@@H](C#N)N(C(=O)NC4CCCC4)[C@H]3CO)cc2)cc1,52.5,-1.6,4.9,-1.8,.,2.3,-2.9
Cc1cccc(NC(=O)Cn2cnc3c(oc4ccccc43)c2=O)c1C,14.9,9.7,-4.2,6.8,-6.8,0.7,12.2
Cc1cccc(NC(=S)NN(Cc2ccccc2)c2ccccc2)c1C,1.2,.,.,0.1,23.0,.,3.2
CN(C(=O)c1ccccn1)c1nnc(-c2cnccn2)s1,-9.8,.,16.6,16.6,-11.4,.,-0.7
COP(=O)(OC)C(Nc1cc(Cl)cc(Cl)c1)c1cccc(O)c1 (stereo not drawn),.,0.4,3.1,.,.,-1.7,.
CC(C)Cn1c(N)c(C(=O)COC(=O)COc2cccc(C(F)(F)F)c2)c(=O)n(C)c1=O,.,-3.9,1.5,.,.,-1.2,1.9
N#CC1(c2ccccc2)CCN(S(=O)(=O)c2ccc(OC(F)(F)F)cc2)CC1,2.2,1.3,-7.9,-2.2,0.0,-4.0,2.1
CCCN1[C@@H]2c3ccc(-c4ccccc4F)c(=O)n3C[C@@H]2[C@@H](CO)[C@@H]1C(=O)N1CCCCC1,0.6,4.8,-6.5,-0.5,17.4[16.7 µM],-7.2,-11.7
C[C@@H](O)C#Cc1ccc([C@H]2[C@@H](CO)N3CCCCN(C(=O)c4cccc(F)c4)C[C@H]23)cc1,17.0,-1.0,-1.2,-7.0,-1.9[16.7 µM],7.2,-2.7
CC(Sc1nncs1)C(=O)NCC(=O)Nc1ccc(F)c(F)c1F (stereo not drawn),.,-6.5,-7.4,.,.,-5.3,.
CC(C)C(=O)C1=Cc2cccc([N+](=O)[O-])c2OC1N1CCOCC1 (stereo not drawn),0.0,0.4,2.9,-4.3,.,4.0,-0.9
CN(C)S(=O)(=O)c1ccc(C(=O)N2CCN(S(=O)(=O)c3cccs3)CC2)cc1,.,-3.4,-7.1,.,.,-0.4,.
CC(=O)c1ccc(N=Nc2ccc(N(C)C)cc2)cc1,-4.5,0.1,.,-49.0,-3.8,1.3,-3.2
CCCCOC(=O)c1ccc(-c2ccc(/C=N/NC(=S)NCC)o2)cc1,-9.0,.,22.1,46.1*,-0.2,.,.
COc1ccc(CNC(=O)CCC(=O)n2ncc3cc(C)ccc32)cc1,0.5,3.0,.,0.7,2.4,-2.1,2.7
C[C@H](CO)N1C[C@H](C)[C@H](CN(C)C(=O)Nc2ccccc2)Oc2ccc(NC(=O)Cc3cn(C)c4ccccc34)cc2CC1=O,11.3,-0.1,-7.6,3.2,0.3[16.7 µM],1.8,50.2
Cc1cccc(Nc2nnc(SCc3cc(=O)n4cc(C)ccc4n3)s2)c1,1.1,-2.4,2.2,-0.7,1.9,-2.3,2.7

# Two compounds drawn at random from those above, as already listed:
SMILES,C2C12 statin,ERp5 inh,ARNT TACC3 PPI,esBAF inh,miR-122 sensor,SIRT5 inh,Cneo AK release
CSc1ccc(CCNC(=O)c2cccc3c2C(=O)N(C2CCCCC2)C3)cc1,42.7,.,2.0,-6.8,3.0,.,-2.2
CN(C)S(=O)(=O)c1ccc(C(=O)N2CCN(S(=O)(=O)c3cccs3)CC2)cc1,.,-3.4,-7.1,.,.,-0.4,.

# The list goes on:
SMILES,C2C12 statin,ERp5 inh,ARNT TACC3 PPI,esBAF inh,miR-122 sensor,SIRT5 inh,Cneo AK release
COC(=O)c1ccc(NC(=O)C(OC)c2ccccc2)cc1 (stereo not drawn),.,3.0,0.0,.,.,13.7,.
COC(=O)C[C@@H]1C=C[C@@H](NC(=O)c2ccccc2)[C@H](CO)O1,-4.7,2.5,8.2,-1.3,.,-0.4,47.8
C[C@H](CO)N1C[C@H](C)[C@@H](CN(C)C)OCc2cn(nn2)CCCC1=O,-3.0,.,.,-2.6,-3.6[16.7 µM],.,.
CCOC(=O)C/C(C)=N/NC(=O)COc1ccccc1C,.,5.9,-3.6,.,-5.1,-1.6,-1.5
O=C(NCc1ccc(F)cc1)c1cc(C2CCCCN2C(=O)c2ccccc2)on1 (stereo not drawn),7.8,0.2,.,-7.5,0.4,-2.6,1.4
C[C@@H]1CN([C@H](C)CO)C(=O)CCCn2nncc2CO[C@@H]1CN(C)C(=O)NC1CCCCC1,-2.3&2.4&5.8,0.0&-3.8&9.2,-4.6&-5.6,-1.2&-1.6&-1.8,-1.0,0.1&-2.4&-4.3,-0.4&-1.0&2.6
O=C(C[C@@H]1C[C@@H]2c3cc(NC(=O)CC4CC4)ccc3O[C@@H]2[C@H](CO)O1)NCC(F)(F)F,-2.4,-7.1,0.6,0.9,0.4[16.7 µM],-0.7,2.3
O=C(c1ccco1)N1CCN(S(=O)(=O)c2ccccc2)CC1,0.4,-0.3,-0.9,-0.6,-6.0,-3.1,-2.3
COc1ccc(NC(=S)NCc2ccccc2Cl)c(OC)c1,16.4,-3.7,.,-4.2,31.6,-2.9,-4.8
COc1ccc(/C=C2\CCc3ccccc3C2=O)cc1CN1CCOCC1,.,2.6,9.3,.,-3.1,0.4,-1.5
C[C@@H]1CCCCO[C@H](CN(C)S(=O)(=O)c2ccc(Cl)cc2)[C@@H](C)CN([C@H](C)CO)C(=O)c2cc(N(C)C)ccc2O1,-43.1,-5.3,7.4,2.7,-2.0[16.7 µM],-0.1,2.1
Cc1ccccc1SCC(=O)NCCCn1ccnc1,7.2,-0.9,5.5,-7.0,.,-2.0,-2.5
Oc1cccc(/C=N/NC(=S)NCCN2CCOCC2)c1O,12.8,-1.3,69.2*,-10.4,-1.9,1.7,.
CCCCCCNCc1cccc(Br)c1,-4.6,.,-19.4,2.7,-0.6,.,-0.3
CCOC(=O)C1CCN(C(=O)c2oc3ccc4c(c3c2C)C(O)CC2(CCCCC2)O4)CC1 (stereo not drawn),-2.4,-2.6,0.7,2.7,-11.1,6.3,0.8
O=C(NCc1ccccn1)c1nnc(Cc2ccc(Cl)cc2)o1,4.2,0.6,5.1,0.1,-5.1,.,1.4
CCN(CC)S(=O)(=O)c1ccc2c(c1)c(=O)c(C(=O)NCCCN(C)c1ccccc1)cn2C,-8.9,.,7.5,2.7,-14.2,.,-7.2
O=C(CCCC(=O)c1ccc(O)cc1)c1ccc(O)cc1,-1.8,2.1,-1.1,29.6,-2.5,.,0.7
O=C1NC(C(=O)O)=CC(c2ccc([N+](=O)[O-])cc2)N1 (stereo not drawn),.,7.3,8.3,.,.,-2.0,.
CCc1ccc(NC(=O)CS(=O)CC(=O)Nc2ccc(-n3cnnn3)c(C)c2)cc1 (stereo not drawn),0.4,-3.1,4.3,0.4,-2.2,0.6,-0.8
COc1ccc2cc(C3(C)NC(=O)N(CC(=O)N4CCCCC4)C3=O)ccc2c1 (stereo not drawn),0.0,-3.3,3.6,-0.8,1.8,.,-8.4
Cc1cccc(C(=O)N2CCC(=O)N(C(COCc3ccccc3)Cc3ccccc3)CC2)c1 (stereo not drawn),3.1,0.9,1.9,-8.0,0.8,.,-1.1
COCCCNC(=O)Cn1ncc2ccsc2c1=O,5.0,-6.5,-1.7,-6.4,-4.6,-1.7,1.2
CCOC(=O)n1c(=O)n(Cc2ccccc2Cl)c2ccccc21,18.4,.,-11.6,-0.2,3.1,.,-2.9
CCOc1ccc(S(=O)(=O)NCCC(=O)NCc2ccco2)cc1,10.5,.,20.1,-12.8,-2.0,.,-4.5
O=C(CSc1nnnn1C1CCCCC1)NCc1ccco1,-2.0,.,.,-8.2,1.0,.,-0.7
C/C(=N\NC(=O)CCC(=O)Nc1ccccc1)c1cccs1,.,1.8,-16.8,.,.,-0.6,.

# Some of the entries above in a different format.
C[C@@H]1CN([C@H](C)CO)C(=O)CCCn2nncc2CO[C@@H]1CN(C)C(=O)NC1CCCCC1
  C2C12 statin: -2.3&2.4&5.8
  ERp5 inh: 0.0&-3.8&9.2
  ARNT TACC3 PPI: -4.6&-5.6
  esBAF inh: -1.2&-1.6&-1.8
  miR-122 sensor: -1.0
  SIRT5 inh: 0.1&-2.4&-4.3
  Cneo AK release: -0.4&-1.0&2.6
O=C(C[C@@H]1C[C@@H]2c3cc(NC(=O)CC4CC4)ccc3O[C@@H]2[C@H](CO)O1)NCC(F)(F)F
  C2C12 statin: -2.4
  ERp5 inh: -7.1
  ARNT TACC3 PPI: 0.6
  esBAF inh: 0.9
  miR-122 sensor: 0.4[16.7 µM]
  SIRT5 inh: -0.7
  Cneo AK release: 2.3
O=C(c1ccco1)N1CCN(S(=O)(=O)c2ccccc2)CC1
  C2C12 statin: 0.4
  ERp5 inh: -0.3
  ARNT TACC3 PPI: -0.9
  esBAF inh: -0.6
  miR-122 sensor: -6.0
  SIRT5 inh: -3.1
  Cneo AK release: -2.3
COc1ccc(NC(=S)NCc2ccccc2Cl)c(OC)c1
  C2C12 statin: 16.4
  ERp5 inh: -3.7
  ARNT TACC3 PPI: .
  esBAF inh: -4.2
  miR-122 sensor: 31.6
  SIRT5 inh: -2.9
  Cneo AK release: -4.8

# 4 neighbouring compounds already listed, for reference:
SMILES,C2C12 statin,ERp5 inh,ARNT TACC3 PPI,esBAF inh,miR-122 sensor,SIRT5 inh,Cneo AK release
CCOC(=O)n1c(=O)n(Cc2ccccc2Cl)c2ccccc21,18.4,.,-11.6,-0.2,3.1,.,-2.9
CCOc1ccc(S(=O)(=O)NCCC(=O)NCc2ccco2)cc1,10.5,.,20.1,-12.8,-2.0,.,-4.5
O=C(CSc1nnnn1C1CCCCC1)NCc1ccco1,-2.0,.,.,-8.2,1.0,.,-0.7
C/C(=N\NC(=O)CCC(=O)Nc1ccccc1)c1cccs1,.,1.8,-16.8,.,.,-0.6,.
